Lipid storage S3: qHTS Assay for Lipid Storage Modulators in Drosophila S3 Cells | Drosophila S3 cells, BODIPY lipid droplet fluorescence, 18-24 h; cells fed with added oleic acid | Potency in µM for hits, for the others lipid storage change, negative = inhibition, % at the top dose, mostly 46.1 µM | 320,000 tested, 0.64% active; active = well fitted inhibition curve with a large enough effect in the signal ratio, with a control signal flat, not every such curve was filed as active; inconclusive = small, poorly fitted or top-dose-only effect, or effect the other way, or a change in a side signal; the % refers to the signal ratio
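Drosophila S3 cells loaded with oleic acid (400 uM, as added) and compounds at several concentrations; lipid droplets imaged by 488-nm laser-scanning cytometry, 500–530 nm intensity and object ratio to cell channel. Percent activity normalized to 20 uM Triacsin C.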
Lipid storage S3 cell count max: further read-out of Lipid storage S3, marked with its call; cell number change, %; measured here: cell count max response;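 cells counted by Cell Tracker Red CMTPX staining in the red channel; peak over a dose series mostly up to 46.1 µM; percent activity relative to internal control wells on each plate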
The depositor's hits bear a star; i = inactive; ? = inconclusive; . = not tested or not shown; [ ] = dose if it differs, or a comment. % is set by controls: 0 for no effect and ±100 for the full control effect; potency is the fitted concentration of half-maximal effect. Only part of the results is shown (hit frequency here may not be typical).

molecule | Lipid storage S3 | Lipid storage S3 cell count max
O=C(NCc1ccc(N2CCCC2=O)cc1)Nc1cccc(Cl)c1 | i | -18.1
Cc1nc2sc(C(c3cccc(F)c3)N3CCCCC3)c(O)n2n1 (stereo not given) | ? | .
O=C(O)c1ccccc1-n1cnnn1 | -27.2% | -10.9
Cc1ccc(OCc2nc(-c3cccnc3)no2)cc1C | 4.8% | 6.1
Cc1onc(-c2ccccc2Cl)c1C(=O)N1CCCCC1C (stereo not given) | ? | .
Cc1cc(C)n2nc(C(=O)OCC(=O)N3CC(C)CC(C)C3)nc2n1 (stereo not given) | ? | .
O=C(COc1ccccc1)N/N=C/c1ccc([N+](=O)[O-])o1 | ? | .
Cc1c(Br)c([N+](=O)[O-])nn1CCCC(=O)Nc1c(C)n(C)n(-c2ccccc2)c1=O | -7.9% | 1.8
O=S(=O)(/N=C(/Nc1ccc(Cl)cc1Cl)c1ccccc1)c1cccs1 | 18.4% | -1.8
CCc1ccc(CNC(=O)CCCn2nc(C)n3ccnc3c2=O)cc1 | -3.0% | 20.7
Cc1ccc(N=C/C(C(=O)C(F)(F)F)=C(\O)c2ccco2)cc1Cl | -16.4% | -5.1
CCCCC(=O)Nc1nc2ccc3nc(C)sc3c2s1 | -13.2% | -16.5
O=C(NCCC1=CCCCC1)C1CCN(S(=O)(=O)c2cccc3nonc23)CC1 | ? | .
COc1ccc(N2CC(NC(=O)NCC(C)C)CC2=O)cc1 (stereo not given) | ? | .
COc1ccc(CNC(=O)COC(=O)C2CC3C=CC2C3)cc1 (stereo not given) | -3.4% | 0.5
CCCCNC(=O)Cc1ccc(Br)cc1 | i | -16.2
COc1cc(/C=N/NC(=O)C2COc3ccccc3O2)cc(OC)c1OC (stereo not given) | 24.4% | 15.3
Nc1nc(SCC(=O)N2CCCCC2)[nH]c(=O)c1NC(=O)c1ccccc1F | i | -1.1
COc1cc(S(=O)(=O)NCc2ccncc2)c(OC)cc1Cl | 15.4% | 12.7
O=C(NNc1cc(Cl)ccc1Cl)c1cccnc1Cl | -9.8% | 8.0
CCc1ccc(C2=NN(c3ccc(S(N)(=O)=O)cc3)C(c3ccc(F)cc3)C2)cc1 (stereo not given) | ? | .
O=C(CC(C(=O)O)C1CCCO1)Nc1cccc(C(F)(F)F)c1 (stereo not given) | 0.3% | 4.6
COc1ccc(S(=O)(=O)NC2CCCCC2)cc1C | ? | .
CSc1ncccc1C(=O)NC(C)CCc1ccccc1 (stereo not given) | i | 13.7
O=C1CCc2cc(S(=O)(=O)NCc3ccccc3Cl)cc3c2N1CC3 | 26.7% | .
CCOC(=O)/C(C#N)=C/c1cccn1-c1ccc(Cl)cc1 | ? | .
Oc1ccc(/C=N/Nc2ncnc3c2ncn3Cc2ccccc2)cc1O | ? | .
Cc1nnsc1-c1nnc(SCC(=O)c2ccc(C#N)cc2)n1C1CC1 | -5.5% | -3.5
CCCCCC(=O)Nc1ccc(S(=O)(=O)Nc2nccc(C)n2)cc1 | ? | .
COc1ccccc1C(=O)NCCC(=O)N1CC=C(c2ccccc2)CC1 | i | .
Cc1ccc(CN(Cc2cc3cccc(C)c3[nH]c2=O)C(=O)N(C)C)cc1 | ? | .
Clc1ccc(Nc2cc(-c3ccccc3)nc3ncnn23)cc1 | -0.3% | 10.3
Cc1ccc(NS(=O)(=O)c2cc(C(=O)N3CCN(CCO)CC3)ccc2C)cc1 | i | .
C=CCNC(=O)c1onc(CSc2ccccc2CC)c1C(=O)O | -3.8% | -14.1
O=C(COC(=O)CSCC(=O)N1CCCCC1)NCc1ccc(F)cc1 | ? | .
Cc1ccc(S(=O)(=O)N(CC(=O)N2CCN(c3ccc(F)cc3)CC2)C2CCCCC2)cc1 | -4.5% | -13.3
Cn1ccnc1-c1nc2ccccc2[nH]c1=O | 12.3% | 6.1
O=C(NCC1CC1)c1ccccc1Cl | -1.2% | 8.9
O=C(CCNC(=O)C1CCN(S(=O)(=O)c2ccccc2)CC1)NCc1cccc(C(F)(F)F)c1 | i | -23.8
C#CCOCCOCCOCCNc1nc(N2CCN(C(=O)C([C@@H](C)CC)n3cc(C(N)CO)nn3)CC2)nc(N2CCN(C(=O)[C@H](CCC(=O)O)n3cc(C(N)CC(C)C)nn3)CC2)n1 (stereo not given in full) | -2.6% | 16.2
CCCCCNC(=O)c1ccc2c(=O)n(CC3CCCO3)c(=O)[nH]c2c1 (stereo not given) | -9.5% | -10.8
CC(NC(=O)CN1C(=O)NC(C)(C2CC2)C1=O)c1ccc(F)cc1 (stereo not given) | 0.3% | -14.5
Cc1cc(C)nc(SCNC(=O)c2ccc(Cl)cc2)n1 | ? | .
CCN(CC)CCOc1ccc(/C(=C(\Cl)c2ccccc2)c2ccccc2)cc1 | ? | .
CCCCS(=O)(=O)N1CCN(S(=O)(=O)c2ccc(Cl)s2)CC1 | -22.8% | 1.2
O=C(CCc1ccncc1)N1CCCC(Nc2ccc(F)cc2)C1 (stereo not given) | ? | .
Cc1cc(=O)[nH]c(SCC(=O)Nc2ccc3c(c2)CCC3)c1C#N | ? | .
O=C(NCC(c1cccnc1)N1CCN(c2ccc(F)cc2)CC1)OCc1ccccc1 (stereo not given) | ? | .
CCN(CC)CCn1c(O)c(N=O)c2ccccc21 | 2.5% | -3.3
CCOC(=O)c1c(C)[nH]c(C)c1C(=O)CSc1nc2ccccc2c(=O)n1-c1ccc(C)cc1 | ? | .
O=C(NNC(=O)c1cc(-c2cccc(Br)c2)nc2ccccc12)c1csc(N2CCOCC2)n1 | i | .
CC(C)n1c(-c2ccccc2)nc(=S)c2c1CCCC2 | ? | .
CCOc1nc(C)nc(NC(=O)NS(=O)(=O)c2ccccc2Cl)n1 | ? | .
N#CCc1nn(-c2ccccc2)c(N)c1C#N | ? | .
CCOC(=O)C(=CNc1cc(C)ccn1)C(=O)OCC | 17.6% | 1.8
O=S(=O)(NCC1CCCO1)c1ccc(Cl)nc1 (stereo not given) | -3.9% | 12.7
Cc1ccc(SC[C@H](Cc2ccccc2)N2CCN(CCc3ccccc3)CCC2=O)cc1 | -0.1% | 6.9
COc1cccc(NC(=O)N2CCCC2C(=O)NC2CCCCC2)c1 (stereo not given) | ? | .
Cn1c(/C=C/c2ccccc2)nc2ccccc2c1=O | i | 0.1
Cc1nc(SCc2cccc(Oc3ccccc3)c2)n[nH]1 | ? | .

3 structures already listed, arranged by SMILES length, largest number first:
molecule | Lipid storage S3 | Lipid storage S3 cell count max
Cc1cc(=O)[nH]c(SCC(=O)Nc2ccc3c(c2)CCC3)c1C#N | ? | .
COc1cccc(NC(=O)N2CCCC2C(=O)NC2CCCCC2)c1 (stereo not given) | ? | .
Cc1nc(SCc2cccc(Oc3ccccc3)c2)n[nH]1 | ? | .

Following part:
molecule | Lipid storage S3 | Lipid storage S3 cell count max
Cc1nc(-c2nc(-c3c(C(=O)NN)noc3C)cs2)cs1 | -2.8% | -7.5
CCCC1Cc2nc(N3CCCCC3)c(C#N)cc2CO1 (stereo not given) | ? | .
COCCCn1cc(C(=O)c2cc(Br)ccc2O)cc(C#N)c1=O | 8.6% | 8.9
COC(=O)c1c(C)[nH]c(C)c1C(C)=O | -0.5% | -8.9
COc1cc2cc(CCCOC(=O)c3cccc(Br)c3)oc(=O)c2cc1OC | ? | .
CCOC(=O)c1csc(NC(=O)CN2CCCCC2)n1 | ? | .
Cn1c(C(=O)OC(C(=O)NC(C)(C)C)c2cccnc2)cc2sccc21 (stereo not given) | -8.6% | 4.4
COC(=O)[C@@H](NC(=O)NCc1cccs1)C(C)C | -24.9% | -3.0
CC(C)c1ccc(C(C(=O)NC2CCCCC2)N(C(=O)c2csnn2)C2CC2)cc1 (stereo not given) | ? | .
CC(=O)Nc1c(C(=O)N2CCCCCC2)cnn1-c1ccccc1 | ? | .
CC(=O)Nc1ccc(CN2CCCC(CCC(=O)NCc3ccccc3F)C2)cc1 (stereo not given) | 11.5% | -4.9
Cc1ccc(NC(=O)Cn2nc([N+](=O)[O-])c(Br)c2C)cc1C | -17.4% | 5.6
O=[N+]([O-])c1cccc(-c2nc(-c3ccncc3)no2)c1 | -22.3% | 8.3
Nc1c(-c2ccccc2)c(CN2CCOCC2)nn1-c1ccc(F)cc1 | 2.0% | -1.6
CCS(=O)(=O)CCSc1nc2c(cc1C#N)CCCC2 | i | -10.3

Next section; it opens with the five that closed the last part.
structure	Lipid storage S3	Lipid storage S3 cell count max
CC(=O)Nc1ccc(CN2CCCC(CCC(=O)NCc3ccccc3F)C2)cc1 (stereo not given)	11.5%	-4.9
Cc1ccc(NC(=O)Cn2nc([N+](=O)[O-])c(Br)c2C)cc1C	-17.4%	5.6
O=[N+]([O-])c1cccc(-c2nc(-c3ccncc3)no2)c1	-22.3%	8.3
Nc1c(-c2ccccc2)c(CN2CCOCC2)nn1-c1ccc(F)cc1	2.0%	-1.6
CCS(=O)(=O)CCSc1nc2c(cc1C#N)CCCC2	i	-10.3
COc1cc(O)oc1C=Nc1ccc(C(=O)O)cc1	?	.
COc1ccc(NC(=O)Nc2ccc(OCC(=O)N3CCOCC3)cc2)cc1OC	?	.
COC(=O)c1cc(C(=O)Nc2nnc(C3CC3)s2)cc([N+](=O)[O-])c1	i	6.5
Cc1ccc(NC(=O)c2sc(N)nc2-c2ccc([N+](=O)[O-])cc2)c(C)c1	-5.1%	9.2
O=C(NC1(C(F)(F)F)N=C(c2ccccc2)NC1=O)c1ccccc1 (stereo not given)	?	.
CCOC(=O)CC(=O)CSc1nc(N)c(C#N)c(-c2ccc(F)cc2)c1C#N	13.9%	-25.8
CCCCn1c(N)c(N2CCOCC2)c(=O)n(CC(=O)NCCc2ccccc2)c1=O	?	.
O=C(c1ccc(CNc2c(N3CCCC3)c(=O)c2=O)cc1)N1CCc2ccccc2C1	?	.
Cc1ccc(NC(=O)CNC(=O)c2ccc(Oc3ccccc3)cc2)nc1	20.5%	.
Cc1cc(NC(=O)CSc2nnc(-c3ccncc3)n2-c2ccccc2)no1	-2.3%	3.5
O=C(NCC1CCCO1)c1ccc(Cl)c(F)c1F (stereo not given)	19.9%	9.3
CCCCCCCOc1ccc(C2(C)NC(=O)NC2=O)cc1 (stereo not given)	15.4%	-24.9
COc1ccc(C(=O)n2nc(C)cc2Nc2ccccc2)cc1	?	.
COc1cc(/C=N/N2CCN(C3c4ccccc4-c4ccccc43)CC2)ccc1O	?	.
CCC(NC(=O)CCl)c1ccc(C)cc1 (stereo not given)	-8.1%[9.22 µM]	-3.7
CCOc1cc(C(=O)NCCC(=O)N2CCC3(CC2)NCCc2[nH]cnc23)cc(OCC)c1OCC	i	-0.8
CCCCNc1nc2c(c(=O)n(C)c(=O)n2C)n1Cc1cccc(OC)c1	?	.
O=c1c(Cc2ccc(F)cc2)c(O)ccn1C1CCCCC1	i	.
COC(=O)CC1=Nc2ccccc2NC(=O)C1	i	.
CC(=O)C1=C(O)C(=O)N(Cc2ccco2)C1c1cccc(F)c1 (stereo not given)	-10.1%	-7.0
COC(=O)COc1cccc(NC(=O)C(c2ccccc2)c2ccccc2)c1	9.6%	-0.3
Cc1cccc(CN2CCN(Cc3cccc4nonc34)CC2CCO)n1 (stereo not given)	13.5%	5.8
CCOc1ccccc1NC=C1C(=O)OC2(CCCCC2)OC1=O	?	.
COc1n[nH]c(C(=O)Nc2cc(F)ccc2C)c1[N+](=O)[O-]	1.1%	11.4
CCOC(=O)c1cccnc1SC(CC)C(=O)NCc1ccco1 (stereo not given)	?	.
COCCNC(=O)CSc1nc2sc(C)c(C)c2c(=O)n1-c1ccccc1	-0.5%	0.2
O=C(CSc1ccc(-c2ccccn2)nn1)NCc1ccc(Cl)cc1	5.0%	-8.9
O=c1c2c3c(sc2nc(NCCO)n1-c1ccccc1)CCCC3	i	21.3
COc1ccccc1C(=O)NC(=O)CSc1cccc[n+]1[O-]	i	.
O=C(CSC1=NCCN1)NC1CCCCCC1	4.6%	3.2
CC1CCCN(CCCOc2ccccc2-c2ccccc2)C1 (stereo not given)	-17.8%	-8.7
COC(=O)C(/C=N/OCc1ccc([N+](=O)[O-])cc1)NC(=O)c1cccc(Cl)c1 (stereo not given)	i	12.9
Cc1cc(=S)cc(C)n1CCCn1ccnc1	?	.
CN1C[C@@H]2C[C@@H](c3cccn3-c3nccs3)N3CCC[C@@]23C1=O	2.1%	-1.3
O=C(NCc1ccccc1)C1c2ccccc2Oc2ccccc21	?	.
CCOc1ccc(NC(=O)c2cc(=O)[nH]c3ccccc23)cc1	?	.
c1ccc2c(c1)OCCOCCOCCOCCOCCOc1ccccc1OCCOCCOCCO2	?	.
COC(=O)CC(N)c1ccc(OC)c2ccccc12 (stereo not given)	-4.8%	7.2
COc1ccc(C(=O)CCC(=O)Nc2cccc(Cl)c2)cc1	?	.
N#CC(C#N)=Cc1cn(-c2ncc(C(F)(F)F)cc2Cl)c2ccccc12	22.2%	.
Cc1[nH]n2c(=O)c(C#N)c(-c3ccccc3)nc2c1-c1ccccc1	?	.
CC1=CC(=O)C=C/C1=C(/c1ccc(O)cc1C)c1ccccc1S(=O)(=O)O	-10.5%	3.0
COc1ccccc1CNC(=O)C1CCC(CNS(=O)(=O)c2ccc(NC(C)=O)cc2)CC1 (stereo not given)	0.5%	20.9
CCOC(=O)c1cn(Cc2cccc(Cl)c2)c2cc(C)nn2c1=O	-2.4%	17.3
COc1cc(CN2CCCCCC2)cc([N+](=O)[O-])c1O	?	.

Screens: PubChem, National Center for Advancing Translational Sciences (NCATS)
